Screens (PubChem BioAssay)
G6PDH counter = inhibits Leuconostoc G6PDH, flagging false hits in G6PDH-based assays | Purified L. mesenteroides G6PDH, diaphorase/resazurin coupled fluorescence, 45 min | inhibition, % at 5 µM | hit rate 0.12% among 200,000 | AID 1020; in the data active = inhibition above about 50%
Diaph inh CS = diaphorase inhibition or chemical oxidation counter-screen | inhibition, % at 20 µM | hit rate 0.69% among 190,000 | diaphorase resazurin-to-resorufin fluorescence, NADH, 16 min; bacterial (C. kluyveri) enzyme, not human | AID 1217;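 active = primary screen inhibition at 20 µM above a set limit, cut at about 50% in these data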;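 also: plate controls were DMSO with full reaction for no effect and wells lacking NADH for full effect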
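Test system: Clostridium kluyveri diaphorase enzyme / Quantity: diaphorase at 0.14 U/mL in enzyme working solution / Incubation: 16-min room-temperature incubation before reading / Benchmarks: NADH-free wells as positive control, DMSO-only neutral wells / Signal: resorufin fluorescence 544/590 nm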
TLR4 MyD88 comp = TLR4-MyD88 interaction inhibition in cells. inhibition, % at 8.4 µM. hit rate 0.18% among 200,000. O00206+Q99836. AID 861. HeLa CL3-4 TLR4/MyD88 BLA complementation, FRET ratio; in the data active = inhibition above about 25%;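 also: 0% = vehicle and 100% = reference inhibitor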
Target sequence (O00206 whole entry, looked up): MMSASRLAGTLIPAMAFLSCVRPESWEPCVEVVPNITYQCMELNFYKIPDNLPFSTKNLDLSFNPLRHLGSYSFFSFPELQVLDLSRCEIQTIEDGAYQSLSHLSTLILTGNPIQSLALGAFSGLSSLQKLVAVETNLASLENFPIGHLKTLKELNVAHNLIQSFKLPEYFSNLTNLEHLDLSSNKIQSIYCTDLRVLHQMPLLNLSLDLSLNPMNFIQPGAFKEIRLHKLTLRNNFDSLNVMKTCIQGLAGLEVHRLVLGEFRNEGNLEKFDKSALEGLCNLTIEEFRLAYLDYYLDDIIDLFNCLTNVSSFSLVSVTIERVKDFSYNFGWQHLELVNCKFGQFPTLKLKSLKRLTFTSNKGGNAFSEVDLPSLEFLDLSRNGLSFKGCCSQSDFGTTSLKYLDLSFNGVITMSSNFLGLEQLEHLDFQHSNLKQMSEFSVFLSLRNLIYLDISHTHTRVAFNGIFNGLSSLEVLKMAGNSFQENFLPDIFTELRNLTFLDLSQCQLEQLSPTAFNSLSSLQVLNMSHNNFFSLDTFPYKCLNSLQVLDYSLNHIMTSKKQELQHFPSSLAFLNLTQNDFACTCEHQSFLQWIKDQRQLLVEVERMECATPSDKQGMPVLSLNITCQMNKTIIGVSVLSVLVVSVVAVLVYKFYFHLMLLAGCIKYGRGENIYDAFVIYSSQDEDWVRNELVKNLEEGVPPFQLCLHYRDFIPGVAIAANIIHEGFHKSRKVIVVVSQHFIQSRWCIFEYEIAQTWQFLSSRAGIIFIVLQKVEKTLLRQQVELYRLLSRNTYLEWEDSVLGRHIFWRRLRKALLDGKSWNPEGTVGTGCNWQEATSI
Target sequence (Q99836 whole entry, looked up): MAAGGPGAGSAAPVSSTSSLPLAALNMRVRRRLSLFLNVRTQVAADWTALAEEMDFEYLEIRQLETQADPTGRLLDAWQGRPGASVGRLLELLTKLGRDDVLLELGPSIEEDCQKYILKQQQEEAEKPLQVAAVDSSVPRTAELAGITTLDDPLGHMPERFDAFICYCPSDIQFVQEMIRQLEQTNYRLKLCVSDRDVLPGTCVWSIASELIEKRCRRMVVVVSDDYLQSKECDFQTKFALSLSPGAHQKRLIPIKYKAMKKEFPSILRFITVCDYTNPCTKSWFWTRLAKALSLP
STAT3 activator = increases IL-6 driven STAT3 reporter signal; U3A cells, IL-6 STAT3-luciferase reporter, luminescence; 100% = signal with IL-6 EC80 alone; activation (% of control), % at 5.6 µM; hit rate 0.91% among 190,000; AID 871;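 active = activation above the screen-wide mean of compound activation plus 3 SD, cut at about 130% in these data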;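 also: 0% = background luminescence of wells with medium and substrate only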
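Material: STAT3-luciferase reporter U3A cells; Probe or stimulus: IL-6 (33 ng/mL); Incubation: compound pre-incubation 1 h before IL-6, then 6 h stimulation at 37 °C; Technique: luminescence from STAT3-driven luciferase reporter; Evaluation: % activation versus median of IL-6-stimulated wells; Controls: IL-6-only high control.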
STAT1 act = STAT1 signaling activation. NIH 3T3 STAT1-luciferase reporter, IFN-gamma, luminescence; 100% = IFN-gamma alone, no compound. activation (% of control), % at 5.5 µM. hit rate 2.6% among 200,000. AID 932;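 active = activation above the screen-wide mean activation plus 3 SD, cut at about 130% in these data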;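 also: raw ratio to IFN-gamma control signal so 100% means no change and 0% no light; values of inactives mirror those of a sister screen read the other way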
STAT1 blocker = reduces IFN-gamma driven STAT1 reporter signal; inhibition, % at 5.5 µM; AID 920; NIH 3T3 STAT1-luciferase reporter, luminescence; hit rate 0.35% among 200,000;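 active = inhibition above a set limit, the mean inhibition across all tested compounds plus 3 SD, cut at about 34% in these data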;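 also: 0% = IFN-gamma with DMSO and 100% = IFN-gamma with 300 µM nifuroxazide; values of inactives mirror those of a sister screen read the other way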
APP transl inh = APP translation inhibition; SH-SY5Y APP 5'UTR-luciferase reporter, luminescence; inhibition, % at 2 µM; hit rate 0.82% among 190,000;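 active = inhibition above a set limit, derived from the sample mean plus 3 SD, cut at about 45% in these data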; also: values of inactives mirror those of a sister screen read the other way
Hsp70 activator = transcriptional activators of Hsp70. HeLa Hsp70 promoter luciferase reporter, luminescence; scaled: vehicle 0, proteasome-inhibitor control 100%. activation, % at 10 µM. hit rate 0.04% among 200,000;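 active = activation above the mean across all tested compounds plus 3 SD, cutoff set per campaign, cut at about 5.5% in these data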;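 also: 100% = MG132 at 30 µM as the positive control and 0% = DMSO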
STAT3 blocker = reduces IL-6 driven STAT3 reporter signal; hit rate 0.89% among 190,000; inhibition, % at 5.5 µM; U3A cells, IL-6 STAT3-luciferase reporter, luminescence; host cell line lacks STAT1;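 active = inhibition above the mean inhibition across all screened compounds plus 3 SD, cut at about 44% in these data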;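 also: 0% = DMSO only wells and 100% = 100 µM nifuroxazide control wells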
Diaph act CS = diaphorase activation or chemical reduction counter-screen; activation factor at 20 µM; Diaphorase/resazurin coupled assay, resorufin fluorescence, 16 min; stronger effect = higher value; 1 = vehicle wells, 0 = NADH-free wells; AID 1229; hit rate 0.005% among 190,000;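 active = diaphorase activity raised at least twofold by the compound at 20 µM; inactive = activation factor below 2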
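Test system: Clostridium kluyveri diaphorase, purified enzyme. Buffer or medium: 50 mM HEPES pH 7.4 buffer plus MgCl2 and Tween 20. Also added: 0.114 mM NADH and 0.1 mM resazurin, final amounts. Dosing: compound 20 µM once, DMSO 1%. Schedule: 16 min enzyme reaction, ambient temperature. Detection: fluorescence of resorufin, 544 nm excitation, 590 nm emission.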
Starred values were filed as active, the others as inactive; · = not tested or not shown.

Each structure is followed by: G6PDH counter	Diaph inh CS	TLR4 MyD88 comp	STAT3 activator	STAT1 act	STAT1 blocker	APP transl inh	Hsp70 activator	STAT3 blocker	Diaph act CS
> CCn1cc(C(C)NC(=O)Nc2ccc3c(c2)OCO3)c(C)n1 (configuration not stated)
  11	13	1	112	105	-5	0	-0.1	-4	0.9
> COc1ccc(N2CCN(C(CNC(=O)C(=O)NCCc3c[nH]c4ccccc34)c3ccco3)CC2)cc1 (configuration not stated)
  -21	15	3	93	109	-10	-16	-0.5	6	0.8
> COc1ccc(C(=O)NCc2cn3cccc(C)c3n2)cc1OC
  11	-9	0	105	97	4	13	-0.2	3	1.1
> CC1=C(C)CC(C(=O)Nc2ccc(C(=O)N3CCOCC3)cc2)C(C(=O)O)C1 (configuration not stated)
  22	0	4	103	102	-3	13	0.0	1	1
> C/C(N)=C(/C#N)C(=O)CSc1nc2ccccc2n1CC(C)C
  13	20	-1	95	96	3	15	-0.1	8	0.8
> CCC(C)NC(=O)C1CCN(S(=O)(=O)CC)CC1 (configuration not stated)
  -2	7	9	90	100	0	5	-0.2	16	0.9
> CCC(=O)NCC(c1cccs1)N1CCOCC1 (configuration not stated)
  5	16	-14	98	102	-3	9	0.0	7	0.8
> COc1ccccc1CCC(=O)Nc1ccc(C)cc1Cl
  5	8	-3	94	122	-24	-15	-0.1	8	0.9
> COc1ccc(CCNC(=O)c2cc(=O)n(C)c(=O)n2C)cc1OC
  -3	-6	-2	103	100	-2	5	-0.3	3	1.1
> O=C(Nn1cnnc1)c1cccc(S(=O)(=O)N2CCOCC2)c1
  2	6	-14	97	100	-1	-8	-0.1	5	0.9
> CCOc1ccc(-c2nnc(SCC(=O)N3CCN(c4ccccc4)CC3)o2)cc1
  -22	1	0	100	101	0	-10	0.0	0	1
> COc1cc(/C=C/C(=O)OCC(=O)NCc2cccs2)ccc1OCC#N
  21	2	8	106	95	5	-3	-0.2	-4	1
> Cc1cc(C)nc(NS(=O)(=O)c2ccc(NC(=O)CN3C(=O)c4ccccc4C3=O)cc2)n1
  6	19	4	101	106	-10	·	0.0	-1	0.8
> Cc1c(=O)n(OCc2ccccc2)c2ccccc2[n+]1[O-]
  13	1	6	89	95	1	3	-0.5	16	1
> COc1ccc(/C=C/C2=CC(C)(C)NC(=S)N2)cc1
  -1	23	1	96	106	-9	0	-0.2	10	0.8
> CCc1ccc(NC(=O)Cc2ccc(OC)cc2)cc1
  0	24	1	104	108	-8	-19	-0.2	-6	0.8
> Cc1cc(C)nc(SCc2cc(=O)c(OC(=O)c3ccc(Cl)c([N+](=O)[O-])c3)co2)n1
  -4	6	0	102	101	-1	-4	0.1	-3	0.9
> O=S(=O)(c1ccc(Br)cc1)N1CCOC12CCCCC2
  4	-9	4	108	97	0	-2	-0.3	-5	1.1
> COC(=O)c1ccc(NC(=S)NCCc2cccc(C)c2)cc1
  -15	20	3	87	101	1	-2	-0.3	22	0.8
> Cc1cc(C)nc(N2CCC(C(=O)NC3CCCc4ccccc43)CC2)n1 (configuration not stated)
  10	-5	-3	100	96	4	-16	-0.5	4	1.1
> CCOC(=O)COn1c(=O)c(-c2cc3ccccc3o2)[n+]([O-])c2ccccc21
  9	1	18	151*	142*	-47	-100	-0.1	-63	1
> COc1ccc2c(c1)C(C)CC(C)(C)N2C(=O)CSc1ncn[nH]1 (configuration not stated)
  4	-12	-2	103	107	-7	3	-0.5	0	1.1
> O=C1NC(=S)N/C1=C\c1cccc([N+](=O)[O-])c1
  -4	8	17	94	100	0	-4	-0.1	14	0.9
> Cc1ccc(NC(=O)Cn2c3ccc(F)cc3c3nc4n(c(=O)c32)CCS4)cc1F
  4	9	4	94	100	-1	-11	-0.3	13	0.9
> Cc1c(Cl)cccc1NC(=S)NCC(C)C
  8	8	-14	98	101	-1	5	-0.4	6	0.9
> CCOC(=O)c1cc2ccc(OC)cc2oc1=O
  2	6	17	103	119	-20	-2	-0.5	1	0.9
> Cc1ccc(/C=C/C(=O)c2c(C)nc3ccccn23)cc1
  -1	8	-2	98	147*	-51	-196	0.3	8	0.9
> c1ccc(-n2ncc3c(N4CCN(CCOc5cccc6ccccc56)CC4)ncnc32)cc1
  3	22	-4	109	101	3	-14	-0.5	-10	0.8
> CCCCCC(=O)Nc1cc2[nH]c(=O)cc(COC)c2cc1C
  10	-13	7	102	97	3	0	-0.5	0	1.1
> CCOC(=O)c1c(N)sc2c(OC)c(Br)ccc12
  0	7	-1	89	100	0	-3	-0.4	20	0.9

Continued (three carried over from the part before).
Each structure is followed by: G6PDH counter	Diaph inh CS	TLR4 MyD88 comp	STAT3 activator	STAT1 act	STAT1 blocker	APP transl inh	Hsp70 activator	STAT3 blocker	Diaph act CS
> c1ccc(-n2ncc3c(N4CCN(CCOc5cccc6ccccc56)CC4)ncnc32)cc1
  3	22	-4	109	101	3	-14	-0.5	-10	0.8
> CCCCCC(=O)Nc1cc2[nH]c(=O)cc(COC)c2cc1C
  10	-13	7	102	97	3	0	-0.5	0	1.1
> CCOC(=O)c1c(N)sc2c(OC)c(Br)ccc12
  0	7	-1	89	100	0	-3	-0.4	20	0.9
> CC(C)CCn1c(=S)[nH]c2ncccc2c1=O
  3	10	-4	101	98	3	5	0.1	2	0.9
> COC(=O)c1ccc(C(=O)OC)c(NC(=O)CSCc2ccccc2Br)c1
  -33	21	9	105	100	0	-9	-0.2	-1	0.8
> CCCCC(=O)Nc1c(O)c2ccccc2[nH]c1=O
  48	14	-2	90	98	3	-4	0.3	16	0.9
> O=C(Nc1cccnc1)C1COc2ccccc2O1 (configuration not stated)
  11	6	-19	98	103	-4	5	-0.1	6	0.9
> Cc1cccc(OC(=O)c2sc(Cl)nc2C)c1
  -2	15	4	97	89	12	6	-0.2	8	0.9
> Cc1cc(SCC(=O)c2ccc(O)c(O)c2)nc2ccccc12
  2	50*	-9	91	100	-2	4	0.0	13	0.5
> C=CCc1cc(/C=N/n2cnnc2)cc(OCC)c1O
  8	18	-10	113	92	9	15	0.1	-15	0.8
> O=C(Nc1ccc2cn[nH]c2c1)c1c(Cl)cccc1Cl
  2	35	-11	81	95	5	-12	0.1	20	0.6
> CC(=O)/C(=N/Nc1cccc(Cl)c1)Sc1nnc(C(O)c2ccccc2)n1-c1ccccc1 (configuration not stated)
  -12	24	2	111	99	1	4	-0.4	-9	0.8
> CCn1c(C)c(C2=CCN(S(=O)(=O)c3ccc(C)cc3)CC2)c2ccccc21
  -13	4	-4	109	96	5	-14	-0.3	-13	1
> CCCOc1ccc(-c2nn(-c3ccccc3)cc2/C=C2\SC(=S)N(C3CCS(=O)(=O)C3)C2=O)cc1 (configuration not stated)
  3	17	10	105	106	-6	2	0.2	-2	0.8
> CN(C)S(=O)(=O)c1cccc(NC(=O)COC(=O)/C=C/c2ccco2)c1
  11	10	-10	103	96	4	-22	-0.3	2	0.9
> CCOC(=O)CNC(=O)C1c2ccccc2C(=O)N(c2ccc(OC)cc2)C1c1ccc(OC)cc1 (configuration not stated)
  9	-2	-4	97	106	-7	9	-0.4	9	1
> CC(Nc1nc(N2CCCCC2)nc2ccccc12)c1ccccc1 (configuration not stated)
  10	2	4	92	102	-2	9	-0.1	11	1
> Cc1cnc(NC(=O)CN2CCN(c3ccccn3)CC2)s1
  10	-14	-6	97	101	-1	-3	-0.3	7	1.1
> COC(=O)C1=NNC(C(=O)c2ccco2)C1c1ccccc1 (configuration not stated)
  3	8	-16	92	97	1	-6	-0.5	19	0.9
> CNC(=S)N/N=C/c1ccc(N2CCOCC2)s1
  7	17	-15	102	101	-1	20	0.1	5	0.8
> CC(=O)Nc1ccccc1NC(=O)c1ccc(C)c(C)c1
  0	13	-21	94	103	-5	0	-0.1	12	0.9
> COc1ccc(N(CC(=O)NCCSCc2ccco2)S(=O)(=O)c2ccc(C)cc2)cc1
  9	4	-3	107	99	0	4	-0.2	-3	1
> Cc1ccc(CN(CC(=O)NCCc2ccccc2)C(=O)CCCC(=O)Nc2cc(C)on2)cc1
  0	14	-4	108	101	-1	-11	-0.2	-3	0.9
> Cc1cc(NC(=O)COC(=O)c2cc(S(=O)(=O)N3CCOCC3)ccc2N2CCCCC2)no1
  -2	11	-1	98	100	0	-2	-0.1	9	0.9
> CCn1nnnc1SCC(=O)Nc1ccc2c(c1)OCO2
  4	6	0	101	105	-8	-10	0.1	1	0.9
> CCN1CCN(C(=S)Nc2ccc3nc(N4CCN(CC)CC4)cc(C)c3c2)CC1
  -9	-3	20	101	97	5	-2	-0.3	-4	1
> C/C(=N\NC(=O)c1cc(C(C)(C)C)[nH]n1)C12CC3CC(CC(C3)C1)C2
  17	6	6	113	99	-1	-17	-0.1	-11	0.9
> CCOc1ccc(Cl)cc1CSc1n[nH]c(CC)n1
  -2	24	-9	90	101	-2	2	0.0	21	0.8
> Cc1ccnc(NC(=O)C23CC4CC(CC(C4)C2)C3)c1
  7	11	-12	107	114	-15	-22	-0.2	-4	0.9
> O=S(=O)([O-])CCC[n+]1c(SCCCS(=O)(=O)O)sc2ccc(Cl)cc21
  5	7	-14	97	99	2	2	-0.4	1	0.9
> CC(C)Cc1cc(C(=O)N2CCC(N3CCC(C(=O)NC4CC4)CC3)CC2)n[nH]1
  13	7	8	102	105	-7	-1	-0.4	2	0.9
> O=C(Cn1nnc2ccccc2c1=O)NCCc1ccc(Cl)cc1Cl
  -10	5	3	103	102	-2	1	-0.4	-8	0.9
> Nc1cc2c(cc1C(=O)c1ccc(Cl)cc1)OCCO2
  8	19	2	110	103	-5	8	0.2	-12	0.8
> C=CCSc1nc(-c2ccccc2)c(C#N)c(=O)[nH]1
  9	13	24	106	105	-5	4	-0.5	1	0.9
> Nc1ccccc1NC(=O)c1ccccc1N
  1	-4	2	110	109	-10	-20	-0.2	-6	1
> CC(=O)c1ccc(S(=O)(=O)N(Cc2cc3cc4c(cc3[nH]c2=O)OCCO4)CC2CCCO2)cc1 (configuration not stated)
  4	21	7	109	129*	-32	-26	0.0	-5	0.8
> COC(=O)C1=C(CSc2nncn2C)NC(=O)NC1c1cc(C)ccc1C (configuration not stated)
  -10	6	0	97	104	-4	6	-0.3	7	0.9
> COC(=O)CSc1n[nH]c(-c2cccnc2)n1
  -3	16	22	106	99	1	-5	0.1	-11	0.8
> O=c1[nH]cnc2sc3c(c12)CCN(Cc1ccccc1)C3
  6	10	-3	88	100	0	10	-0.3	15	0.9
